Screening results (PubChem BioAssay)
RGS7-Gao: regulators of human RGS7-Galphao interaction; Multiplexed bead flow cytometry, RGS7-Galphao binding; actives lie on both sides; P09471; actives 0.35% (n = 220,000); AID 1439; binding response (% of control), % at 10 µM; in the data active means binding response below about 49% or above about 150%; inconclusive means no clear call, values can overlap the other calls; inactive means in between;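 further: fluorescent Galphao held in activated GDP-AlF4 state binding bead-coupled RGS7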
Target sequence (P09471 whole entry, looked up): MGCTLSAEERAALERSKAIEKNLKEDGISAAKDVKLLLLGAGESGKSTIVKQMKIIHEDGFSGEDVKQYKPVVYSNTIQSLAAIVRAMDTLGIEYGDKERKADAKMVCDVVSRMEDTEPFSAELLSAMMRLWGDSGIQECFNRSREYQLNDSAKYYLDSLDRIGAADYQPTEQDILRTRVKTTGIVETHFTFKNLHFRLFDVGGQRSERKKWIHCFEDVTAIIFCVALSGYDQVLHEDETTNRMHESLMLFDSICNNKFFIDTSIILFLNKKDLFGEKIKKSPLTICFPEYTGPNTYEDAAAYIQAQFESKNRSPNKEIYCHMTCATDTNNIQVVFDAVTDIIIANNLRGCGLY
RGS4-Gao reg: human RGS4-Galphao interaction regulation; binding response (% of control), % at 10 µM; P09471; actives 0.33% (n = 220,000); Multiplexed bead flow cytometry, RGS4-Galphao binding; actives lie on both sides; in the data active means binding response below about 49% or above about 150%; inactive means in between;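 further: fluorescent Galphao activated with aluminum fluoride binding bead-coupled RGS4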
Bcl-B Bim block: disrupts Bim peptide binding to human Bcl-B; inhibition, % at 10 µM; actives 0.073% (n = 190,000); Q9HD36; bead-based flow cytometry;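 further: 0% = tracer peptide without compound and 100% = reference inhibitor peptide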
Target sequence (Q9HD36 whole entry, looked up): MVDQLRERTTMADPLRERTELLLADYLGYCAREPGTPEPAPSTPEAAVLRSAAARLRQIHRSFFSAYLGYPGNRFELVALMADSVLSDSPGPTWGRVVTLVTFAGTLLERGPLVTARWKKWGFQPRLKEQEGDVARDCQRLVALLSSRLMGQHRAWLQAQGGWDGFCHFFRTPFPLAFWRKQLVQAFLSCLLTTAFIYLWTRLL
Bcl-2 Bim block: human Bim-Bcl-2 interaction inhibition | P10415 | Bead-based flow cytometry, Bim peptide-Bcl-2 binding | inhibition, % at 10 µM | actives 0.06% (n = 190,000) | AID 950; in the data active means inhibition above about 40%; inconclusive means no clear call, values can overlap the other calls;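 further: 0% = no compound wells with probe peptide and 100% = reference peptide inhibitor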
Target sequence (P10415 whole entry, looked up): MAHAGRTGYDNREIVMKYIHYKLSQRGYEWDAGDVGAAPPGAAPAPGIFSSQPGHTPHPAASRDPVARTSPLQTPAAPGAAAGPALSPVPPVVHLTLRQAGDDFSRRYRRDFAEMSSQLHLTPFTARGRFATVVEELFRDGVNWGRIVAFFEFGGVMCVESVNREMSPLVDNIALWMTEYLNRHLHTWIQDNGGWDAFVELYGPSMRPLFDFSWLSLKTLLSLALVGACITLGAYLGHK
ABCG2 block: human ABCG2 inhibition, ABCB1 as counter-screen; actives 0.1% (n = 190,000); IgMXP3 cells, JC-1 efflux, flow cytometry; AID 1325; inhibition, % at 6.6 µM;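 active means inhibition above 80%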;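 further: 0% = DMSO and 100% = nicardipine control wells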
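Test system: ABCG2 IgMXP3 and barcoded ABCB1 CCRF-Adr cell mix; Schedule: cells with compound and JC-1, 10 min at 25 °C, rotating, no wash; Technique: flow cytometry of retained JC-1 fluorescence; Measure: % inhibition of efflux relative to nicardipine and DMSO; Controls: nicardipine high and DMSO low controls.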
Bcl-XL Bim block: disrupts Bim peptide binding to human Bcl-XL. Q07817. bead flow cytometry, fluorescence. inhibition, % at 10 µM. actives 0.04% (n = 190,000). AID 1007
Target sequence (Q07817 whole entry, looked up): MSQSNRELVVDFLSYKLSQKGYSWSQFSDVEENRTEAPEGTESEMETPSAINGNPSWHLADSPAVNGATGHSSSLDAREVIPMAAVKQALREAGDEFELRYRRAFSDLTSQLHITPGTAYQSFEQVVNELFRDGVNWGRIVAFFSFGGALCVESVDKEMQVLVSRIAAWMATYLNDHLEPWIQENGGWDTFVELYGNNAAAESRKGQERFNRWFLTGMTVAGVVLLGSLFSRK
Bim-Bcl-W: disrupts Bim peptide binding to human Bcl-W; actives 0.02% (n = 190,000); bead-based flow cytometry; Q92843; inhibition, % at 10 µM;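 further: 0% = bound tracer without compound and 100% = peptide blocker; higher means less fluorescent Bim peptide bound to Bcl-W beads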
RGS8-Gao reg: human RGS8-Galphao interaction regulation | P09471 | multiplexed bead flow cytometry, RGS8-Galphao binding; actives lie on both sides | response (percent of control binding), % at 10 µM | actives 0.34% (n = 220,000) | AID 1423; in the data active means response below about 60% or above about 140%; inactive means in between;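 further: Galphao activated as the GDP aluminium fluoride complex binding bead-coupled RGS8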
ABCB1 block: blocks JC-1 efflux by human ABCB1 transporter | inhibition, % at 6.6 µM | AID 1326 | CCRF-Adr cells, flow cytometry | actives 0.067% (n = 190,000) | P08183; in the data active means inhibition above about 40%;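 further: 0% = vehicle and 100% = reference inhibitor; higher value means more JC-1 retained so stronger ABCB1 efflux block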
GSH fluor: compound fluoresces at 488/530 nm on GSH beads | GSH beads flow cytometry, compound fluorescence 488/530 nm; hits give high values | fluorescence (KMESF) at 10 µM | actives 0.25% (n = 190,000); in the data active means fluorescence above about 89;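 further: glutathione beads carrying GST-tagged Bcl family fusion proteins plus one bare bead set; values are compound well signal with DMSO vehicle wells as background; inactives centre near 16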
Bfl-1 Bim block: inhibitors of Bim-Bfl-1 interaction, human. Q16548. Bead-based flow cytometry, Bim-Bfl-1 binding inhibition. inhibition, % at 10 µM. actives 0.12% (n = 190,000);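 further: 0% = wells without compound plus tracer and 100% = blocker peptide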
The depositor's hits bear a star; ? = inconclusive. Unless noted, no stated cut-off is given here; in the data, active means inhibition above about 40%.

SMILES	RGS7-Gao	RGS4-Gao reg	Bcl-B Bim block	Bcl-2 Bim block	ABCG2 block	Bcl-XL Bim block	Bim-Bcl-W	RGS8-Gao reg	ABCB1 block	GSH fluor	Bfl-1 Bim block
O=S(=O)(NCc1ccncc1)c1ccc(S(=O)(=O)NCC2CCCO2)cc1 (configuration not stated)	111	113	0	1	0	0	1	99	-0.1	7	0
COc1ccc(CCNC(=O)c2ccc3c(=O)n(Cc4ccco4)c(=S)[nH]c3c2)cc1OC	99	102	-5	-1	1	-3	0	99	0.0	13	3
O=C1CC(c2ccccc2)CC2=C1C=Nc1ccccc1N2 (configuration not stated)	96	103	-4	0	7	-4	-1	102	0.2	13	-9
CCC(CO)Nc1ccc(-c2nn(C)c(=O)c3ccccc23)cc1[N+](=O)[O-] (configuration not stated)	100	104	-1	-3	1	-1	-1	104	0.7	17	-6
Cc1ccc(C(=O)COC(=O)CNC(=O)CNC(=O)c2ccc(C)cc2)cc1	107	107	0	-1	0	-5	1	104	-0.1	14	-1
CN(C)S(=O)(=O)N1CCc2ccccc21	102	102	0	0	21	0	-2	105	2.4	36	-3
COC(=O)c1c(NC(=O)c2ccccc2)sc2c1CC(C)(C)NC2(C)C	101	98	-9	-7	5	-3	-3	99	8.0	19	-3
CCN(CC)C(=O)CN(c1cc2c(cc1OC)oc1ccccc12)S(=O)(=O)c1ccccc1	98	97	-9	-14	4	2	-1	99	1.4	24	-15
O=C(Nc1ccccc1C(=O)O)c1cc(S(=O)(=O)N2CCOCC2)cs1	102	102	0	-3	18	0	0	103	-0.5	11	-6
COc1cc(C(=O)N2CCN(C/C=C/c3ccccc3)CC2)cc(OC)c1C	102	100	-5	-8	2	-8	-6	105	1.3	39	-6
CCN1CCN(C(c2cccs2)C(C)NS(=O)(=O)c2ccc(F)cc2)CC1 (configuration not stated)	95	98	-5	-10	1	-3	0	95	0.4	23	-7
O=C(CSCCO)Nc1nccs1	101	100	-4	-5	-1	-2	-1	98	0.2	52	-5
Cc1ccc(C(=O)NC2CCN(C(=O)NC3CCCCC3)CC2)cc1	101	103	-11	-8	1	-15	-12	105	0.2	21	-12
CCOC(=O)c1c(C)nc(C)c(C(=O)OCC)c1-c1ccccc1	102	103	-7	2	4	-2	-3	103	1.0	8	3
C=C(C)C(C)(C#CCN1CCCC1)OC(C)=O (configuration not stated)	98	97	0	-5	1	-5	-1	96	0.1	24	-1
Cc1ccc(-c2csc(N(Cc3ccccc3)C(=O)COc3ccccc3)n2)cc1	104	105	-4	-3	1	-1	0	104	0.5	62	-4
Cc1ccc(C(=O)N2CCN(C)CC2)cc1S(=O)(=O)N1CCCCC1	102	100	-2	-5	0	0	9	102	0.0	7	-9
CN(c1ccccc1)S(=O)(=O)c1ccc(C(=O)Nc2nnc(-c3ccco3)o2)cc1	110	107	-3	2	-1	-2	-2	103	-1.2	19	0
CCC(CC)NCC(O)COc1ccc(Br)cc1 (configuration not stated)	97	99	0	0	3	0	-1	102	0.9	26	-4
COc1cccc2cc(C(=O)CC3(O)C(=O)N(Cc4ccccc4)c4ccccc43)c(=O)oc12 (configuration not stated)	102	105	-2	-3	2	-2	0	103	0.5	19	-4
O=C1CN(c2nc(-c3ccccc3)c3ccccc3n2)c2ccccc2N1	110	106	10	20	0	18	12	113	-0.1	9	17
CCC(=O)Nc1cc(Cl)ccc1N1CCN(C(=O)CC)CC1	95	98	-5	-6	2	-6	0	99	1.3	26	-11
S=C(Nc1ccc(Cl)cc1Cl)NC1CCCCC1	100	100	-8	-5	3	-3	-5	98	0.4	16	-4
COc1ccc(C(=O)Nc2ccc(NC(=O)c3cccs3)cc2)cc1Cl	97	97	-7	-5	6	-6	-3	98	-0.5	17	-16
COc1ccc2c(-c3ccccc3)cc(=O)[nH]c2c1	106	105	-6	-6	2	1	1	103	0.3	40	-12
CC1CCN(S(=O)(=O)c2csc(C(=O)Nc3ccccc3)c2)CC1	99	92	-3	-5	1	4	-5	80	0.6	47	-1
O=c1[nH]c2cc3c(cc2cc1CN(CCCO)C(=S)NCc1ccco1)OCO3	96	98	-10	-3	3	-1	2	99	0.9	13	-4
O=C(N/N=C/c1cc(Br)c(Br)s1)c1ccncc1	104	103	-8	-1	6	-1	1	104	0.7	9	0
C=CCNC(=O)CCCC(=O)NCC=C	102	103	-5	-4	1	-5	-3	102	0.4	21	-3
CCC(=O)Nc1nc2ccc(NC(C)=O)cc2s1	116	113	-5	-10	4	-3	-1	115	0.4	17	-8
COC(=O)CSc1nnc(-c2ccc(OC)cc2OC)o1	95	94	-5	-4	41	-15	-4	91	0.5	33	-7
CCOC(=O)Nc1ccc2c(c1)N(C(=O)N1CCN(C)CC1)c1ccccc1S2	97	100	0	-2	2	2	0	103	1.0	16	2
O=C(Cc1ccc(-c2ccccc2)cc1)NC1CCCC1	103	107	-2	-4	0	0	0	104	0.3	24	-5
Cc1sc(-n2c(C)cc(/C=N/n3cnnc3)c2C)c(C#N)c1C	110	101	-28	-5	2	-10	-1	93	0.5	22	10
COc1cccc(N2CCN(C(=O)CN(c3ccc(C)cc3)S(=O)(=O)c3c(C)n[nH]c3C)CC2)c1	99	101	0	-4	2	-6	-1	104	0.4	28	-3
O=C(CSc1nnnn1Cc1ccccc1)NCC(=O)c1ccccc1	97	100	-7	-6	0	-4	-1	100	0.1	34	-7
CCc1nnc(NC(=O)CSc2nc(-c3ccccc3)nc3ccccc23)s1	103	103	-16	-9	4	-10	-6	100	0.2	18	-14
COc1ccccc1N1CCN(C(=O)c2ccc(Cl)c(S(=O)(=O)N3CCCC3)c2)CC1	99	101	-4	0	5	-4	-2	102	-0.1	20	-4
CCSc1ccccc1C(=O)NCCCn1ccnc1	102	106	-2	0	1	3	-2	111	0.1	45	-1
O=C(COc1ccc(Br)cc1Cl)NC(=S)N1CCc2ccccc21	98	97	-3	-3	-9	-4	-2	97	-0.7	11	-10
CNc1nc(SC)nc(N(C#N)CC(=O)OC)n1	96	96	-6	16	0	-5	-3	94	-0.2	17	3
CSc1ncc2c(n1)-c1cc(C)ccc1SC2	101	102	-1	0	1	-2	-1	98	0.0	62	-2
O=C(COC(=O)/C=C/c1ccc(S(=O)(=O)N2CCOCC2)cc1)NCc1ccc2c(c1)OCO2	?	99	-2	0	1	1	0	99	0.5	13	-2
Cc1ccc(C)c(N2CN(Cc3cccnc3)CNC2=S)c1	98	93	-1	1	-2	-2	-1	69	-0.5	10	-1
O=C(CSc1ccncc1)Nc1ccc2ccccc2c1	99	100	-3	-3	0	-6	-3	102	-0.2	14	-3

Entries shown so far with bromine (3):
SMILES	RGS7-Gao	RGS4-Gao reg	Bcl-B Bim block	Bcl-2 Bim block	ABCG2 block	Bcl-XL Bim block	Bim-Bcl-W	RGS8-Gao reg	ABCB1 block	GSH fluor	Bfl-1 Bim block
CCC(CC)NCC(O)COc1ccc(Br)cc1 (configuration not stated)	97	99	0	0	3	0	-1	102	0.9	26	-4
O=C(N/N=C/c1cc(Br)c(Br)s1)c1ccncc1	104	103	-8	-1	6	-1	1	104	0.7	9	0
O=C(COc1ccc(Br)cc1Cl)NC(=S)N1CCc2ccccc21	98	97	-3	-3	-9	-4	-2	97	-0.7	11	-10

Later entries:
SMILES	RGS7-Gao	RGS4-Gao reg	Bcl-B Bim block	Bcl-2 Bim block	ABCG2 block	Bcl-XL Bim block	Bim-Bcl-W	RGS8-Gao reg	ABCB1 block	GSH fluor	Bfl-1 Bim block
CN(C)c1ccc(C2CC(c3cccc(NS(C)(=O)=O)c3)=NN2C(=O)c2ccccc2)cc1 (configuration not stated)	113	110	1	-2	3	-1	7	102	5.6	9	9
CCOC(=O)C(C(=O)OCC)C1N=C(N)N=C2Oc3ccccc3N21 (configuration not stated)	105	108	0	0	0	0	3	108	0.0	18	-11
O=C(Nc1ccccc1OC(F)F)c1ccc(Br)o1	101	102	0	-1	1	-1	0	104	0.1	14	-3
Cc1ccccc1Cn1c2ccccc2c2cn[nH]c(=O)c21	97	98	-9	-13	9	-16	-5	104	1.4	32	-9
Cc1nccn1CCCN1C(=O)OC2(CCCCC2)C1(C)O (configuration not stated)	103	106	-3	1	-8	-3	1	104	2.1	16	0
CC(C)CCNC(=S)NC1CCCC1	98	94	0	0	-4	0	0	98	-1.0	9	-2
COCCn1c(=O)[nH]c(=O)c2cc(C(=O)c3cc(Cl)ccc3O)cnc21	?	101	8	3	6	4	5	99	-0.5	13	6
CCOC(=O)c1c(C)[nH]c(C=O)c1Cc1cccc(Cl)c1	103	102	-13	-6	8	-10	-4	103	2.0	10	-7
CCCC(=O)Nc1ccc(OCC(=O)OC)cc1	97	97	-6	-8	2	-20	0	100	0.1	37	-12
CC(C)CC1NC2(C(=O)N(C)c3ccccc32)C2C(=O)N(C(C)C)C(=O)C12 (configuration not stated)	100	99	3	3	0	1	2	100	0.1	12	1
O=C(c1ccncc1)c1ccc(N2CCN(C3CC(=O)N(Cc4ccccc4)C3=O)CC2)cc1 (configuration not stated)	104	101	-8	-13	0	-6	-2	105	0.2	23	-9
CN(C)c1ccc(NC(=S)N(CCc2ccccc2)C2CC(=O)N(c3c(Cl)cccc3Cl)C2=O)cc1 (configuration not stated)	103	101	-5	-2	0	-1	2	104	0.1	15	-4
CCCCn1c(SCC(=O)NC2CCS(=O)(=O)C2)nc2cc(S(N)(=O)=O)ccc21 (configuration not stated)	?	104	7	3	1	0	-1	103	0.4	11	3
O=S(=O)(Nc1cccnc1Cl)c1ccc2c(c1)OCCO2	101	93	0	0	1	1	0	98	0.1	23	0
Cn1nc(C(F)(F)F)c(/C=N/OC(=O)c2ccccc2)c1SCc1ccccc1Cl	101	99	0	0	4	-1	-4	102	0.5	12	-1
Oc1ccc(C(c2nnnn2C2CCCCC2)N2CCOCC2)cc1 (configuration not stated)	101	103	-1	-5	1	0	0	102	0.6	17	-3
Cc1nn(C(=O)Cn2cc([N+](=O)[O-])cn2)c(C)c1Cl	100	101	-1	-1	1	0	0	102	0.3	23	-5
COC(=O)c1c(NC(=O)c2ccc(Br)o2)sc(C)c1C	107	101	-1	0	29	-2	0	104	1.1	53	-2
COc1cc(NC(=O)c2ccc(C)cc2)c(OC)cc1NC(=O)CN1CCCCC1	99	100	1	12	2	0	-2	101	0.8	16	0
CCN(CC)CCn1c2ccc(F)cc2c2nc(C)sc21	98	95	5	5	12	7	6	94	3.4	11	5
COc1cccc(NC(=O)CN2CCC(C)CC2)c1	99	100	-12	-10	6	-10	-3	102	0.2	35	-19
COc1ccc(-c2nc(C#N)c(N3CCCCCC3)o2)cc1	100	97	-1	-4	12	-1	0	102	1.0	27	0
CCN(CC)c1nc(C)c(C(C)=O)cc1C#N	99	98	-7	-8	1	0	0	98	0.3	43	-8

Another view of some results above:
| mol | RGS7-Gao | RGS4-Gao reg | Bcl-B Bim block | Bcl-2 Bim block | ABCG2 block | Bcl-XL Bim block | Bim-Bcl-W | RGS8-Gao reg | ABCB1 block | GSH fluor | Bfl-1 Bim block |
| --- | --- | --- | --- | --- | --- | --- | --- | --- | --- | --- | --- |
| COc1cc(NC(=O)c2ccc(C)cc2)c(OC)cc1NC(=O)CN1CCCCC1 | 99 | 100 | 1 | 12 | 2 | 0 | -2 | 101 | 0.8 | 16 | 0 |
| COc1ccc(-c2nc(C#N)c(N3CCCCCC3)o2)cc1 | 100 | 97 | -1 | -4 | 12 | -1 | 0 | 102 | 1.0 | 27 | 0 |
